PRMT1 FP inh = PRMT1 methyltransferase inhibitors, primary screen, biochemical, fluorescence polarization; recombinant PRMT1, activity-based probe fluorescence polarization; 370,000 compounds, 1.3% hits; Protein arginine N-methyltransferase 1 (Homo sapiens), Q99873; inhibition, % at 2.79 µM;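 active means inhibition above about 21% made by adding two undisclosed values, limit read from the data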
TCR CD3 inh = inhibitors of human TCR-CD3 interaction, primary screen, biochemical, fluorescence, TAMRA-labeled TCR probe; T-cell receptor (TCR); 360,000 compounds, 0.37% hits; inhibition, % at 9.4 µM; in the data active means inhibition above about 19%;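 further: recombinant mutant TCR 2C K166C tagged with TAMRA read by polarization; 0% = receptor in buffer alone and 100% = receptor with positive control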
MBD2 inh = inhibitors of MBD2 binding to methylated DNA, primary screen, biochemical, TR-FRET, DNA-binding domain, human. Methyl-CpG-binding domain protein 2 (Homo sapiens), Q9UBB5. MBD2 binding to methylated oligonucleotide. inhibition, % at 4.4 µM. 370,000 compounds, 0.31% hits. AID 686964, 2013; in the data active means inhibition above about 13%
proKLK7 act = proKLK7 zymogen activators, primary screen, biochemical, fluorescence intensity; activation, % at 7 µM; Kallikrein-7 (Homo sapiens), P49862; AID 652039, 2013; 370,000 compounds, 0.9% hits; purified proKLK7, EDANS-DABCYL substrate fluorescence; 100% is mature enzyme control, 0% vehicle;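 active means activation above the mean of all tested compounds plus 3 SD, computed per campaign excluding outliers beyond control limits, cut at about 13% in these data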
Target sequence (P49862 whole entry, looked up): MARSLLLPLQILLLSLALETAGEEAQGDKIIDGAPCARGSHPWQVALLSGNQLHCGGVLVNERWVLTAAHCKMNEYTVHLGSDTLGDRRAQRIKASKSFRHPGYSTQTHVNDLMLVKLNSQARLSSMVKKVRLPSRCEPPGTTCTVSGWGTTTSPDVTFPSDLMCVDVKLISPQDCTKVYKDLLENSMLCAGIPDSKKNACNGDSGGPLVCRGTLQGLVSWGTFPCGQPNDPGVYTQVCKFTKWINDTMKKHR
TDP2 absorb = human TDP2 enzyme inhibitors, primary screen, biochemical, epi absorbance, recombinant enzyme; inhibition, % at 12.8 µM; T5PNP hydrolysis, p-nitrophenol absorbance 415 nm; AID 720702, 2013; 370,000 compounds, 0.34% hits; Tyrosyl-DNA phosphodiesterase 2 (Homo sapiens), O95551;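 active means inhibition above the mean of all tested compounds plus 3 SD, set per campaign, cut at about 25% in these data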;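 further: 0% = DMSO with enzyme and 100% = buffer with substrate but no TDP2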
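Test system: Human TDP2 enzyme | Reagent: 5 mM T5PNP | Compound dosing: 12.8 µM single point, 1% DMSO | Incubation: Enzyme reaction with compound for 2 h at 37 °C | Technique: p-Nitrophenol epi absorbance | Read-out: % inhibition relative to enzyme-containing and enzyme-free wells | Benchmarks: High control without enzyme, low control DMSO plus TDP2 | Replicates: Singlicate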
SIAE primary = human SIAE inhibitors, primary screen, biochemical, fluorescence polarization, FP-Rh probe, 1536-well HTS; Sialate O-acetylesterase (Homo sapiens), Q9HAT2; SIAE FP-Rh probe binding; inhibition, % at 9.66 µM; 370,000 compounds, 0.69% hits;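 active means inhibition above a cutoff: mean of compounds within the control limits plus 3 SD of those, cut at about 17% in these data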;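 further: 0% = plate median of compound wells and 100% = probe without SIAE protein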
DDE Tn7 FP inh = inhibitors of Tn7 peptide binding to fibrin DD(E), primary screen, biochemical, fluorescence polarization, human fibrin, Tn7 probe; FP displacement of FITC-Tn7 peptide from fibrin DD(E); 0% = median of compound wells per plate; 370,000 compounds, 0.13% hits; Fibrinogen beta chain (Homo sapiens), P02675; inhibition, % at 8.3 µM;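 active means inhibition above the mean of compounds falling within the control limits plus 3 SD of them, cut at about 14% in these data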;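 further: 0% = plate median of compound wells and 100% = 10 µM Aha-Tn7 peptide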
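Also added: labelled Tn7 tracer, 0.1 µM; Assay system: human fibrin DD(E) protein; Amount: 2 µM fibrin DD(E); Schedule: 10 min compound pre-incubation, 3 h probe incubation at room temperature; Repeats: one replicate per compound; Read-out basis: percent inhibition; Measured by: fluorescence polarization of the labelled Tn7 tracer.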
LEDGF integ inh = blockers of LEDGF/p75-dependent integrase strand transfer – biochemical, TR-FRET, high throughput, primary screen | HIV-1 integrase (with human LEDGF/p75) | TR-FRET IN-LEDGF/p75 DNA integration, Eu/Cy5 | inhibition, % at 3.7 µM | 370,000 compounds, 0.64% hits | AID 743269, 2014;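 active means inhibition above the screen-wide mean plus 3 SD, cut at about 13% in these data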;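 further: signal is the Cy5 over europium emission ratio at 671 and 618 nm; 0% = plate median of compound wells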
UHRF1 binding = UHRF1 methylated DNA binding inhibitors, primary screen, counter-screen for MBD2 inhibitor project, biochemical, TR-FRET, human UHRF1, single concentration; UHRF1 binding to methylated oligo; inhibition, % at 4.4 µM; 370,000 compounds, 0.75% hits; E3 ubiquitin-protein ligase UHRF1 (Homo sapiens), Q96T88; in the data active means inhibition above about 21%;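 further: UHRF1 SRA domain binding a hemimethylated CpG hairpin DNA probe; 0% = median of test compound wells and 100% = reference inhibitor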
Target sequence (Q96T88 whole entry, looked up, the tested form may be a part): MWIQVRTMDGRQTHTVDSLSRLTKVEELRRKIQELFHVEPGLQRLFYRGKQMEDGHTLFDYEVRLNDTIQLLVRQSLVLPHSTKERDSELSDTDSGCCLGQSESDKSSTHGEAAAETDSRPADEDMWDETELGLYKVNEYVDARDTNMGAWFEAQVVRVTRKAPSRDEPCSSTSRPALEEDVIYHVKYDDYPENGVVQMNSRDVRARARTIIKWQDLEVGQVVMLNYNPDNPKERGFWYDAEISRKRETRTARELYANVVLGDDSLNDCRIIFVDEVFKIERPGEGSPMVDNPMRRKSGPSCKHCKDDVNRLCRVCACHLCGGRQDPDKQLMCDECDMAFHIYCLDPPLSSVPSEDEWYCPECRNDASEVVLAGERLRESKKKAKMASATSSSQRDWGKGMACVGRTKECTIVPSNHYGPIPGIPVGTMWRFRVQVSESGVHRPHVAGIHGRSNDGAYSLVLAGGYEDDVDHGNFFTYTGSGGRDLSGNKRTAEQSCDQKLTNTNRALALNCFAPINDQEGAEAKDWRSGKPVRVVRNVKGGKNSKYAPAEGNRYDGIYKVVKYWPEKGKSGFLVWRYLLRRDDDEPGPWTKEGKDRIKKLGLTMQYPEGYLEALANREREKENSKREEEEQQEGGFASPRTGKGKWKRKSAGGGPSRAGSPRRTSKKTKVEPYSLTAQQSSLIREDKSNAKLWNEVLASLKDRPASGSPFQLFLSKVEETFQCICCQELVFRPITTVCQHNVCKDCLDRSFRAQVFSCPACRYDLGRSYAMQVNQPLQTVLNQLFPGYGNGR
Tn6 DDE FP = inhibitors of Tn6 peptide binding to fibrin DD(E), primary screen, biochemical, fluorescence polarization, human fibrin, Tn6 probe; Fibrinogen beta chain (Homo sapiens), P02675; inhibition, % at 8.3 µM; 370,000 compounds, 0.21% hits; AID 720509, 2013; Fibrin DD(E) TRITC-Tn6 fluorescence polarization displacement;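 active means inhibition above a per-campaign cutoff: mean of compounds within control limits plus 3 SD, cut at about 15% in these data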;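 further: 0% = median of all compound wells on the plate and 100% = blocking peptide control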
An asterisk follows results filed as active; · = not tested or not shown.

SMILES	PRMT1 FP inh	TCR CD3 inh	MBD2 inh	proKLK7 act	TDP2 absorb	SIAE primary	DDE Tn7 FP inh	LEDGF integ inh	UHRF1 binding	Tn6 DDE FP
CCOC(=O)c1sc2ccccc2c1NC(=O)c1coc2ccccc2c1=O	-1	2	-5	0.6	11	-6	3	-1	1	12
CCn1c2ccccc2c2cc(CN3CCN(S(=O)(=O)Cc4ccccc4)CC3)ccc21	0	5	6	-3.6	6	-4	2	-2	-1	-7
Cc1ccc2nc(N3CCN(CCO)CC3)nc(-c3ccccc3)c2c1	-1	-2	-1	21*	2	16	5	-6	-4	2
C=CCn1c(SCC(=O)c2[nH]c(C)c(C(=O)OC)c2C)nc2scc(-c3ccc(OC)c(OC)c3)c2c1=O	3	-5	7	-0.2	-3	-2	2	-2	6	-1
CN(CC(=O)Nc1ccc(S(=O)(=O)N2CCCC2)cc1)Cc1ccc(Cl)cc1	-1	4	0	0.8	5	6	-3	2	-3	-3
O=C1C2CC=CCC2C(=O)N1Cc1ccccc1Cl (stereo unspecified)	1	13	2	-0.1	-3	-4	-7	2	0	0
O=C(CSc1nc2ncccc2[nH]1)Nc1c(F)cc(F)cc1Br	-2	-1	-4	0.1	15	1	5	2	-1	-5
COc1ccccc1NC(=O)c1nn(-c2cccc(C(F)(F)F)c2)ccc1=O	-2	3	-2	0.1	-2	-1	5	-1	0	5
O=C(/C=C/c1ccc(Cl)c([N+](=O)[O-])c1)Nc1ccc(N2CCCC2)cc1	-2	6	1	-0.1	1	11	4	-3	6	-12
CNC(=O)c1[nH]cnc1C(=O)Nc1ccc(OC)cc1	0	4	2	0.3	1	-7	0	1	1	2
Cc1cc(C)c(NC(=S)N(CCN(C)C)Cc2cccs2)c(C)c1	-6	2	-6	0.4	4	-5	2	1	1	-8
COc1ccc(-c2[nH]ncc2CN2CCCN(c3ccccc3)CC2)c(F)c1	0	7	-7	0.2	-2	5	-5	3	5	4
CC(C)NC(=O)NNC(=O)Cn1nnc(-c2cccc(Cl)c2Cl)n1	-1	4	8	-0.3	14	1	5	2	12	0
C[N+](C)(C)CCCC(=O)c1ccc2c(c1)OCO2	-4	3	0	0.3	4	4	1	-1	-1	4
O=C(COc1ccc(Cl)cc1)Nc1nnc(S(=O)(=O)N2CCCCCC2)s1	2	9	-1	-0.1	0	-5	3	2	0	-1
COc1ccc(N(C(C)C(=O)N/N=C/c2cc(Br)c(C)o2)S(C)(=O)=O)cc1 (stereo unspecified)	-2	2	-2	0.5	-6	7	-3	0	-2	1
CCOC(=O)c1c(C)[nH]c(C(=O)Cn2c(=O)oc3ccccc32)c1C	3	-5	9	0.2	10	-8	-5	2	1	-17
CC1CCCCN1C(=O)COC(=O)c1ccc2c(c1)C(=O)N(Cc1ccco1)C2=O (stereo unspecified)	2	-1	0	0.4	5	0	2	-2	6	5
Cc1ccc(OCC(=O)N2CCN(S(=O)(=O)c3ccccc3)CC2)c([N+](=O)[O-])n1	-2	6	-6	0.3	-6	10	4	2	0	4
O=C(Nc1ccc(S(=O)(=O)NC2CCCC2)cc1)c1cnccn1	1	2	-8	-0.6	2	4	1	-4	-3	8
CCOc1ccc(OCC)c(S(=O)(=O)NCCCN2CCOCC2)c1	1	1	-4	0.8	11	0	5	2	1	1
Cc1ccc(Oc2ccc(NC(=O)c3ccco3)cc2)cc1	-2	-13	7	-0.6	-6	3	-5	2	1	8
CCOc1ccc(NS(=O)(=O)c2ccc(C(=O)NCC(c3ccc(OC)cc3)N3CCOCC3)cc2)cc1 (stereo unspecified)	0	3	2	0.3	-8	1	9	1	-2	1
CCOc1cccc(/C(O)=C2/C(=O)C(=O)N(CCOC)C2c2ccc(C)o2)c1 (stereo unspecified)	0	5	0	-0.7	-2	4	-4	2	-5	-2
Nc1ncnc2c1ncn2CCN1CCCCC1	0	-3	2	0.1	5	4	7	-1	4	2
CCOC(=O)c1sc(C)c(C(N)=O)c1NC1=NCCCCC1	0	-1	-8	-3.0	1	-2	1	0	-8	0
Cc1ccc2[nH]c3c(c2c1)CCCC3=O	1	2	-1	6.1	3	2	2	0	-1	3
O=C(COC(=O)c1ccc(F)c(S(=O)(=O)N2CCOCC2)c1)NCc1ccc2c(c1)OCO2	-7	-5	-1	0.1	-14	-9	-8	5	0	-9
COc1cc(COC(=O)c2cnc(C)cn2)c(OC)cc1Br	-4	0	-1	-0.6	14	3	-9	37*	0	-5
Cc1ccccc1NC(=S)N(CCN(C)C)C(C)c1ccccn1 (stereo unspecified)	-5	3	4	-0.1	5	-1	8	0	12	4

Ordered by value in TDP2 absorb (high to low): some entries from above.
canonical_smiles	PRMT1 FP inh	TCR CD3 inh	MBD2 inh	proKLK7 act	TDP2 absorb	SIAE primary	DDE Tn7 FP inh	LEDGF integ inh	Tn6 DDE FP
CCOc1ccc(OCC)c(S(=O)(=O)NCCCN2CCOCC2)c1	1	1	-4	0.8	11	0	5	2	1
Cc1ccc(Oc2ccc(NC(=O)c3ccco3)cc2)cc1	-2	-13	7	-0.6	-6	3	-5	2	8
O=C(COC(=O)c1ccc(F)c(S(=O)(=O)N2CCOCC2)c1)NCc1ccc2c(c1)OCO2	-7	-5	-1	0.1	-14	-9	-8	5	-9

Remaining list, next part.
SMILES	PRMT1 FP inh	TCR CD3 inh	MBD2 inh	proKLK7 act	TDP2 absorb	SIAE primary	DDE Tn7 FP inh	LEDGF integ inh	UHRF1 binding	Tn6 DDE FP
COc1ccc(CNc2ncnc3sccc23)cc1OC	0	-2	2	-0.1	-5	-5	-3	-2	1	1
CCC1SC2=NC(C)=C(C(=O)OCCOC)C(/C=C/c3ccccc3OC)N2C1=O (stereo unspecified)	4	1	-1	-0.1	8	-1	2	0	-2	-3
CN(C(=O)COc1ccc2ccc(=O)oc2c1)C1CCS(=O)(=O)C1 (stereo unspecified)	0	2	0	1.4	-15	-3	0	-2	3	0
COc1ccc(CC(=O)N(C)Cc2ccc(Cl)cc2)cc1S(=O)(=O)N1CCOCC1	-2	10	-2	0.0	-2	-7	3	3	-2	0
O=C1CC(c2ccccc2)CN1C(=O)c1cncc(Br)c1 (stereo unspecified)	0	8	1	0.1	9	2	7	-1	-1	1
CN1CCN(S(=O)(=O)c2cccc(C(=O)N3CCN(c4ccccc4F)CC3)c2)CC1	-3	6	-8	0.4	-3	8	7	26*	-2	1
CC(C)(C)c1ccc(/C=N/NC(=O)Cc2c[nH]c3ccccc23)cc1	1	4	4	0.6	-2	-7	-4	0	-3	-9
O=C(CC1C(=O)NCCN1Cc1ccccc1C(F)(F)F)NC1CCC1 (stereo unspecified)	1	5	1	0.7	-9	-2	-10	4	-1	4
CCN1CCN(c2nc3c(c(=O)[nH]c(=O)n3C)n2Cc2cccc(C)c2)CC1	1	-8	-4	-0.2	12	9	4	1	1	6
O=C(COC(=O)c1cc(=O)c2ccccc2o1)Nc1ccccc1F	-2	1	-3	0.2	11	7	-1	5	0	-6
COc1ccc(/C=N/NC(=O)CSc2nnc(C)n2-c2ccccc2)c(OC)c1OC	2	5	-4	0.2	-6	2	2	1	0	2
COc1ccc(Cl)cc1NC(=O)CN(C)C(=O)Cc1ccc2c(c1)CCC2	-3	8	-1	0.2	-14	1	-2	-5	1	6
COC(CNC(=O)[C@H](Cc1c[nH]c2ccccc12)NC1(C(=O)NC2CCCCC2)CCCCC1)OC	8	·	0	·	-5	-2	0	-3	0	4
CN1CCC(=NNc2ncnc3sc4c(c23)CCCC4)CC1	5	0	-1	0.1	-9	2	-2	-2	2	-8
Fc1ccccc1-c1n[nH]c(=S)n1/N=C/c1c[nH]c2ccccc12	24*	-9	3	-0.2	-10	2	2	-3	3	2
COC(=O)CCC(=O)Nc1ccc(NC(C)=O)cc1	-1	6	-4	0.0	6	0	-9	3	-1	-2
C[C@@H]1CN([C@H](C)CO)C(=O)CCCn2cc(nn2)CO[C@H]1CN(C)C(=O)C1CC1	1	-6	4	0.3	6	-1	1	-4	0	4
Cc1ccc(NC(=O)c2ncc(Cl)c(Cl)c2Cl)cc1C	-1	2	4	-0.2	3	-235	-8	1	-1	-8
CCOC(=O)Cn1nnnc1CN(Cc1ccc(OC)cc1)Cc1cc2cc(C)cc(C)c2[nH]c1=O	-3	-7	4	0.4	2	3	2	0	-7	-1
Cc1cc(C)cc(-n2ccnc2SCC(=O)c2c(N)n(C3CC3)c(=O)[nH]c2=O)c1	-1	-3	-2	0.0	-1	0	-1	0	0	-9
CCOC(=O)C1=CCN(S(=O)(=O)c2ccc(Br)cc2)C1c1ccc(Br)cc1 (stereo unspecified)	-2	7	4	-0.5	0	-4	0	-1	-1	-1
COc1cccc(-c2csc(/C(C#N)=C/Nc3cc4oc5ccccc5c4cc3OC)n2)c1	0	1	0	-0.2	7	16	-8	-2	0	-4
C=CCSc1nncn1/N=C/c1ccc(OC)cc1	-1	-1	2	-0.2	6	3	5	3	-1	-8
CC(=O)Nc1ccc(NC(=O)c2cccc(S(=O)(=O)N3CCCCCC3)c2)cc1	-2	-1	2	-0.8	7	-3	4	1	-2	-1
C/C(=N\NC(=O)c1cc(C)oc1C)c1ccc(N2CCOCC2)cc1	2	3	-4	-0.3	-15	4	-1	-2	-3	10
c1ccc(-c2cc(-c3nnc4sc(Cc5cccs5)nn34)[nH]n2)cc1	2	·	7	-0.3	4	-17	0	-1	1	-6
CCOC(=O)COc1ccc2c(C)cc(=O)oc2c1C(=O)c1ccccc1	-2	4	-3	6.3	-5	0	-1	-1	-1	-1
COc1ccccc1C(=O)NC(=O)COC(=O)c1cccc(C)c1O	-2	2	1	-0.3	-3	1	0	0	-3	-2
COc1ccc(C(=O)Nc2cc(=O)n(C)c(=O)n2C)cc1OC	8	-11	5	-0.6	-10	-3	-2	3	7	-8

Assay outcomes as filed in PubChem BioAssay.
